PKA-R1A act: activators of PKA-R1A holoenzyme, primary screen, biochemical, fluorescence polarization, Cy5-IP20, bovine R1A, mouse PKAc. cAMP-dependent protein kinase type I-alpha regulatory subunit (Bos taurus) + …. PKA-R1A dissociation; scaled: DMSO 0%, 113 µM cGMP 100%. activation, % at 11.4 µM. 340,000 compounds, 0.083% hits. AID 504707, 2011;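 active = percent activation above the mean of all tested compounds plus 3 SD, cut at about 19% in these data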;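 also: higher means more PKAc released from R1A so a rise in polarization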
CDK5 p35 inh: inhibitors of human CDK5/p35 kinase, primary screen, biochemical, single concentration. inhibition, % at 10 µM. 330,000 compounds, 0.01% hits. AID 488839, 2010. Recombinant CDK5/p35, ADP-Glo luminescence, 60 min;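 active = highest replicate inhibition of at least 50% and at least 75% of replicates reaching 50%; inconclusive = only one of the two criteria met; inactive = both criteria failed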;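 also: plate controls were DMSO neutral control for no effect and GW8510 at 10 µM for full effect; many of its hits are not listed in these tables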
dFosB act: activators of delta FosB homodimer, primary screen, biochemical, fluorescence polarization, TAMRA-CDK5 oligo, single point; Protein FosB (Mus musculus), P13346; purified delta FosB; percent of positive-control signal above neutral wells; activation, % at 25 µM; 340,000 compounds, 0.99% hits;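 active = mean activation above about 17%, with every replicate also reaching it, limit read from the data, passing the limit was not always enough; inconclusive = only one of the two conditions met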;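 also: fluorescence polarization rise as delta FosB binds a TAMRA Cdk5 AP-1 oligo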
Target sequence (P13346 whole entry, looked up): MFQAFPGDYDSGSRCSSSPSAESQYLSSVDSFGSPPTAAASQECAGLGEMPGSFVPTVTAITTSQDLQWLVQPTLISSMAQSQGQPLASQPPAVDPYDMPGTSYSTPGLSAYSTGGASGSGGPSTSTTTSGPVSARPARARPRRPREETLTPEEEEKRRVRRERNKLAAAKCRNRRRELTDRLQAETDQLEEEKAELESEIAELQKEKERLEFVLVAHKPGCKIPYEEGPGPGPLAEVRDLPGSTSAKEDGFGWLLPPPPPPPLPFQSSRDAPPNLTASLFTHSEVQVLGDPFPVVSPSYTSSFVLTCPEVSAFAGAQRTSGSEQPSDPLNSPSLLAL
PKA-R2B activ: activators of PKA-R2B holoenzyme, primary screen, biochemical, fluorescence polarization, Cy5-IP20, human | cAMP-dependent protein kinase catalytic subunit beta (Homo sapiens) + cAMP-dependent … | PKA-R2B holoenzyme dissociation; R2B truncated from residue 108, S112A mutant; 0% DMSO only, 100% 113 µM cGMP | activation, % at 11.4 µM | 340,000 compounds, 0.079% hits;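 active = activation above a cutoff set at the mean over all compounds plus 3 SD, cut at about 18% in these data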;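 also: higher means more holoenzyme dissociation and a rise in polarization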
Mot1-301 SUMO: yeast Mot1-301 growth rescue at high temperature, primary screen, SUMOylation pathway inhibitor project, S. cerevisiae, ATP luminescence, 38.5C | S. cerevisiae Mot1-301 growth rescue; percent above DMSO median, 100 means doubled | growth rescue, % at 18.8 µM | 320,000 compounds, 1% hits;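 active = every valid replicate shows activation above 250% relative to neutral control wells; inactive = the rest, any valid replicate at or below 250%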;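 also: OY570 slx delta 5 strain wells were the positive control but not used for scaling; some compounds called inactive have numbers as strong as hits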
MITF TRPM1 HTS: activators of MITF-driven TRPM1 promoter reporter, primary screen, cell-based, SK-MEL-5, luciferase, single point; activation, % at 12.5 µM; 300,000 compounds, 0.75% hits; SK-MEL-5 TRPM1-promoter luciferase, 24 h; % of positive control, neutral wells = 0;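 active = mean activation of at least 80% with every replicate also reaching 80%; inconclusive = mean reaches 80% but some replicate falls short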;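 also: 0% = neutral control wells and 100% = parthenolide positive control wells; values of inactives mirror those of a sister screen read the other way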
SR-BI DiI-HDL act: activators of SR-BI mediated DiI-HDL uptake, primary screen, ldlA[mSR-BI] CHO cells, DiI fluorescence. 3 h; 100 = double the neutral-control signal. AID 504775, 2011. 320,000 compounds, 0.096% hits. activation, % at 12.5 µM;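 active = mean replicate activation of at least 60% and every replicate at or above 60%; inconclusive = mean or all-replicate condition met, but not both; inactive = mean below 60% and not all replicates reaching 60%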;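 also: 0% = median plate neutral-control signal and 100% = twice that signal; values of inactives mirror those of a sister screen read the other way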
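System: LDL receptor-deficient CHO ldlA cells overexpressing murine SR-BI | Timing: 3 h uptake period with compound, 37 °C | Medium: HEPES-buffered (25 mM, pH 7.4) F12 plus 0.5% BSA | Dosing: Single-point compound dose | Signal: Bottom-read fluorescence, 550/595 nm | Read-out: Retained DiI signal reflecting DiI-HDL uptake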
SR-BI HDL uptake: inhibitors of SR-BI mediated HDL lipid uptake, primary screen, ldlA[mSR-BI] cells, fluorescence, single point; 320,000 compounds, 0.96% hits; Scavenger receptor class B member 1 (Mus musculus), Q61009; inhibition, % at 12.5 µM; ldlA[mSR-BI] CHO cells, DiI-HDL uptake fluorescence, 3 h; AID 488896, 2010;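 active = mean replicate inhibition of at least 70% and a set share of replicates each scoring 70 or more; inconclusive = meets just one of the two criteria; inactive = fails both criteria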;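 also: 0% = median of neutral control wells and 100% = median of positive control wells; values of inactives mirror those of a sister screen read the other way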
Target sequence (Q61009 whole entry, looked up): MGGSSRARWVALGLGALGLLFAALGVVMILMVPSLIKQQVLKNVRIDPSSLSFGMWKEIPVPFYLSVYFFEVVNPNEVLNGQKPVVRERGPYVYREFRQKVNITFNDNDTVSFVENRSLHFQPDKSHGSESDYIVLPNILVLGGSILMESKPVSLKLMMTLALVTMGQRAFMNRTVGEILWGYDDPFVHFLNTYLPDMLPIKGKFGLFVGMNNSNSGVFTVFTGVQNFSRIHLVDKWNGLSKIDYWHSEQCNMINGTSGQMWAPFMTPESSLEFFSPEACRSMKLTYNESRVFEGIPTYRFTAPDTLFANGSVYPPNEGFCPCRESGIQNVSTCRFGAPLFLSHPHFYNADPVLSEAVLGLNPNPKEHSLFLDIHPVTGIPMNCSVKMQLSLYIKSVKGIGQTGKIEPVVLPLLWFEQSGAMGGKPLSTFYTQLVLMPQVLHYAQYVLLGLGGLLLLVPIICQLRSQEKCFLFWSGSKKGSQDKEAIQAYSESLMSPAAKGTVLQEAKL
Arr AP2 block: inhibitors of beta-arrestin/AP2 binding, primary screen, biochemical, GPCR trafficking, flow cytometry; 340,000 compounds, 0.31% hits; inhibition, % at 10 µM; FITC-arrestin peptide / GST-AP2 beads; AP2 beta2 appendage carries R879A mutation; beta-arrestin 1 C-terminal peptide binding to AP2 beta2-adaptin appendage (human);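 active = inhibition above a set limit, near 3 SD of compounds lacking own fluorescence, cut at about 54% in these data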;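 also: plate controls were DMSO wells for no effect and 5 µM unlabelled arrestin peptide for full effect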
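System: GST-AP2 R879A bound to glutathione beads, E. coli-expressed. Also added: 50 nM FITC-arrestin peptide. Schedule: compound with beads 12 min RT, then probe 1 h RT. Signal: bead flow cytometry, FITC channel. Read-out basis: percent response.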
Pemphigus Ab inh: inhibitors of pemphigus antibody binding to DSG3, primary screen, biochemical, bead-based, flow cytometry, scFv-GFP; Desmoglein-3 (Homo sapiens), P32926; DSG3-coupled beads, scFv-anti-DSG3-GFP binding; active compounds read low; binding (percent of control), % at 10 µM; 310,000 compounds, 0.48% hits; AID 588358, 2011;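 active = binding more than 3 SD below its plate's average and above zero; inconclusive = below that plate limit but binding exactly zero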;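 also: hits lower antibody fragment binding to DSG3; some compounds called inactive have numbers as strong as hits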
NSD2 HMT inh: NSD2 histone methyltransferase inhibitors, primary screen, biochemical, AlphaScreen, single concentration, set 2. NSD2 peptide methylation, 120 min. AID 743445, 2014. 310,000 compounds, 0.54% hits. inhibition, % at 12.5 µM; in the data active = inhibition above about 50%
Numbers without * were called inactive; ? = inconclusive; · = no result given; + = active, no number. Rows are unselected; 4.7% or so of the library scored in one or more.

nr	SMILES	PKA-R1A act	CDK5 p35 inh	dFosB act	PKA-R2B activ	Mot1-301 SUMO	MITF TRPM1 HTS
1	CCOC(=O)c1cnc2c(-c3ccccc3OC)c(C)nn2c1C	3	-0.3	-11	-8	0	·
2	COc1ccc(S(=O)(=O)NCCSC(C)(C)C)cc1	-17	-0.8	-9	-4	35	·
3	C#Cc1ccc([C@@H]2C=C(C(=O)NCc3ccccc3)O[C@H](OCCCCO)C2)cc1	4	-1.0	-2	1	-15	-10
4	O=C(COC(=O)C1CCN(S(=O)(=O)c2ccc3c(c2)OCCO3)CC1)Nc1cc(C(F)(F)F)ccc1Cl	-8	3.8	0	-6	-12	-7
5	C/C(=N\NC(=O)c1nn(C)cc1Br)c1cccc(NC(=O)C2CCCC2)c1	-5	-1.4	-14	-9	-18	34
6	Cc1cnc(C(=O)OCc2ccc(Br)cc2)cn1	-4	-1.1	-2	-7	29	7
7	O=C(Nc1ccc(Br)cc1)c1ccccc1CC[N+](=O)[O-]	-6	-2.4	5	-2	-5	4
8	CCc1ccc(NC(=O)Cn2cnc3c(=O)n(C)c(=O)n(C)c32)cc1	-2	0.7	-8	8	19	-3
9	OCCCNc1nnc(-c2ccccc2)c2ccccc12	11	0.6	1	-1	125	-2
10	CCOC(=O)N1CCN(C(=O)CCCn2c(=S)[nH]c3ccc(Br)cc3c2=O)CC1	6	-0.6	-6	-4	1	-3
11	COc1ccc(C)cc1NC(=O)C(OC(=O)c1cnccn1)c1ccccc1 (stereo not drawn)	4	-0.9	0	-5	9	13
12	COc1ccc(C2NC(=O)NC(C)=C2C(=O)OC2CCC(C)CC2)cc1 (stereo not drawn)	-6	0.4	-15	-3	-8	·

nr	SR-BI DiI-HDL act	SR-BI HDL uptake	Arr AP2 block	Pemphigus Ab inh	NSD2 HMT inh
1	-30	30	18	100	-4
2	-1	1	3	·	0
3	8	-8	46	88	·
4	6	-6	25	103	0
5	-38	38	35	83	3
6	-8	8	24	100	-1
7	-18	18	-1	103	1
8	16	-16	-34	·	-4
9	-7	7	18	95	-1
10	-31	31	5	107	-1
11	-1	1	-6	100	14
12	-22	22	-11	104	0

The list continues:
nr	SMILES	PKA-R1A act	CDK5 p35 inh	dFosB act	PKA-R2B activ	Mot1-301 SUMO	MITF TRPM1 HTS
13	COC(=O)C1=C(C)N(Cc2ccccc2)C(=NCc2ccccc2)N[C@H]1c1ccccc1	2	0.6	-10	-6	-28	-80
14	CC1CCCCC12NC(=S)N(c1ccccc1)N2 (stereo not drawn)	-3	1.8	3	3	21	·
15	CCOc1ccc(CC(C(N)=O)C(N)=O)cc1CN(C)C	-9	0.1	-9	-8	-3	·
16	CN1CCN(c2ccccc2NC(=O)c2ccc(OCc3ccccc3)cc2)CC1	-4	-0.3	-10	2	1	6
17	COc1ccc(N2CCN(C(=O)CCC(=O)N3Cc4ccccc4Oc4ncccc43)CC2)cc1	-4	0.0	-8	-8	3	0
18	Cc1ccc(NC(=S)/N=C(\N)Nc2nc(C)c3ccccc3n2)cc1C	-4	1.1	-8	1	-11	-24
19	Cc1cccc(NS(=O)(=O)c2ccc([N+](=O)[O-])cc2)n1	-1	0.0	9	-8	108	6
20	CCN(CC)S(=O)(=O)c1ccc(OC)c(NC(=O)c2cc([N+](=O)[O-])ccc2Cl)c1	-5	-0.4	-10	-1	-8	·
21	COc1ccc2oc(C(=O)NCc3ccco3)c(C)c2c1	-3	1.5	-4	1	9	27
22	COc1ccc(NC(=O)CN(C)S(=O)(=O)c2cnc[nH]2)cc1Cl	1	-0.9	0	4	-3	2
23	O=C(CN1CCN(c2ccccc2F)CC1)Nc1nnc(C(F)(F)F)s1	2	-0.7	-2	13	+	-14
24	COc1ccc(NC(=O)CSc2nncc(=O)n2N)cc1OC	-3	0.4	-1	-10	-7	-10

nr	SR-BI DiI-HDL act	SR-BI HDL uptake	Arr AP2 block	Pemphigus Ab inh	NSD2 HMT inh
13	25	-25	-4	105	·
14	7	-7	13	104	1
15	-6	6	2	97	-1
16	-28	28	4	105	2
17	-4	4	17	·	6
18	2	-2	-4	101	-1
19	8	-8	21	95	-2
20	-28	28	11	99	·
21	0	0	43	96	-4
22	7	-7	34	95	3
23	13	-13	-5	98	-1
24	10	-10	31	96	0

(cont.)
nr	SMILES	PKA-R1A act	CDK5 p35 inh	dFosB act	PKA-R2B activ	Mot1-301 SUMO	MITF TRPM1 HTS
25	Cc1ccc(S(=O)(=O)N2CCC(C(=O)Nc3nnc(C)s3)CC2)cc1	4	-1.6	0	0	-2	4
26	O=[N+]([O-])c1ccc(S(=O)(=O)N2CCN(c3ccc(N4CCOCC4)nn3)CC2)cc1	-2	1.0	-1	-2	12	-21
27	Cc1cccc(NC(=O)C2(C)CC3c4ccccc4C2c2ccccc23)c1 (stereo not drawn)	-1	-1.5	29*	-10	-8	7
28	COc1ccc(CCNC(=O)C(=O)NCC2CCCN2S(=O)(=O)c2ccccc2)cc1OC (stereo not drawn)	-5	0.0	1	-10	181	3
29	CC(=O)c1ccc(-n2nnnc2SCC(=O)N2CCc3ccccc3C2)cc1	7	-0.6	-5	2	·	-1
30	C=CCN1C(=O)N(c2ccc(Cl)cc2)C(=O)C1CC(=O)Nc1ccc(F)cc1 (stereo not drawn)	-2	-1.4	-7	-4	·	-3
31	CCOc1ccccc1-c1cc(C(=O)N/N=C/c2ccc(O)c(OC)c2)c2ccccc2n1	-4	1.0	25*	2	-14	2
32	O=C(COC(=O)CCCCCN=C1NS(=O)(=O)c2ccccc21)Nc1ccc(Cl)c(Cl)c1	-3	0.2	?	-13	-13	-9
33	CCOC(=O)Cc1ccc2sc(-c3ccccc3)nc2c1	-9	15	-5	-8	-42	20
34	CCOc1ccc(S(=O)(=O)N2CCC(C(=O)NC3CC3)CC2)cc1C	-3	0.1	-6	-4	0	-7
35	O=C(c1cccnc1NCc1ccc(F)cc1)N1CCOCC1	-6	-0.1	5	-11	-8	5
36	CC(C)C[C@@H](CNCC(=O)[C@H](Cc1ccccc1)NC(=O)c1[nH]cnc1C(=O)N[C@@H](C)CN)NC(=O)c1nc[nH]c1C(=O)N[C@@H](C)C(=O)O	-11	-0.2	-4	-3	·	0

nr	SR-BI DiI-HDL act	SR-BI HDL uptake	Arr AP2 block	Pemphigus Ab inh	NSD2 HMT inh
25	19	-19	-6	·	-6
26	10	-10	17	96	2
27	-1	1	-4	95	2
28	-16	16	-4	104	0
29	-17	17	-2	118	·
30	-11	11	7	107	-2
31	0	0	29	104	0
32	1	-1	8	86	-5
33	·	·	31	103	-5
34	5	-5	9	·	·
35	29	-29	-3	·	3
36	18	-18	-7	112	·

dFosB act, entries above that show a hit.
nr	SMILES	PKA-R1A act	CDK5 p35 inh	dFosB act	PKA-R2B activ	Mot1-301 SUMO	MITF TRPM1 HTS
27	Cc1cccc(NC(=O)C2(C)CC3c4ccccc4C2c2ccccc23)c1 (stereo not drawn)	-1	-1.5	29*	-10	-8	7
31	CCOc1ccccc1-c1cc(C(=O)N/N=C/c2ccc(O)c(OC)c2)c2ccccc2n1	-4	1.0	25*	2	-14	2

nr	SR-BI DiI-HDL act	SR-BI HDL uptake	Arr AP2 block	Pemphigus Ab inh	NSD2 HMT inh
27	-1	1	-4	95	2
31	0	0	29	104	0

Carrying on:
nr	SMILES	PKA-R1A act	CDK5 p35 inh	dFosB act	PKA-R2B activ	Mot1-301 SUMO	MITF TRPM1 HTS
37	CCC(=O)N/N=C/c1ccc(-c2ccc([N+](=O)[O-])cc2)o1	0	1.3	-2	-3	27	18
38	CC(C)N1CCN(S(=O)(=O)c2ccccc2)CC1	-10	0.0	5	-10	-9	7
39	Cc1ccc(S(=O)(=O)Nc2ccccc2F)cc1C(=O)OC(C)C(=O)N1CCOCC1 (stereo not drawn)	0	0.7	-3	3	-13	-7
40	O=C(COC(=O)C1(c2ccc(Cl)cc2)CCCC1)NC1CCS(=O)(=O)C1 (stereo not drawn)	-12	-1.3	-3	-2	13	-8

nr	SR-BI DiI-HDL act	SR-BI HDL uptake	Arr AP2 block	Pemphigus Ab inh	NSD2 HMT inh
37	-40	40	32	102	-2
38	-9	9	-9	108	-4
39	21	-21	8	94	0
40	6	-6	1	106	-3

Source: PubChem (several laboratories)
